# TRPC4 block: TRPC4 (mouse) channel inhibition; Q9QUQ5; HEK293 TRPC4beta/mu-opioid, DAMGO-evoked Fluo4 calcium flux; hits give low values; B-score at 10 µM; 0.39% of 300,000 active; AID 2247;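 active = B-score over 3 SD under the library average, no early fluorescence shift, positive overall ratio signal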
#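 Assay system: Stable TRPC4beta/mu-opioid receptor HEK293 cells | Reagent: DAMGO in two steps, submaximal then maximal | Compound dosing: Single concentration per test compound | Signal: Fluo4 Ca2+ flux fluorescence | Evaluation: Per-well B score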
# TMEM16A inh: inhibitors of mouse TMEM16A calcium-activated chloride channel | HEK293 TMEM16A/YFP iodide influx fluorescence, ionomycin | 1.2% of 310,000 active | AID 588511 | Q8BHY3 | normalized B-score (activity score, 25-100; higher = stronger inhibition) at 10 µM;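 active = ratio plate-corrected score three or more library SD toward inhibition, starting fluorescence score within five deviations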;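 also: score derived from kinetic fluorescence span divided by baseline fluorescence per well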
# TRPC6 inh: inhibitors of mouse TRPC6 channel | HEK293-TRPC6, membrane potential dye, ACh-evoked depolarization; hits give low values | AID 2553 | B-score at 10 µM | 1.1% of 310,000 active | Q61143;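 active = B-score under library mean minus 3 SD, initial fluorescence not abnormally high, positive integrated signal ratio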;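 also: B-score derived from integrated fluorescence ratio over the kinetic read; more negative B-score means stronger inhibition of depolarization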
# MrgX1 PAM: human MrgX1 positive allosteric modulation, primary screen; B-score at 10 µM; 0.63% of 310,000 active; MrgX1-HEK293, Fluo-4 calcium flux, FDSS; hits give high values; Q96LB2; AID 588675;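 active = plate-corrected calcium response at least 3 library SD above typical, normal starting fluorescence, not activating the receptor alone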;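 also: compound read alongside a low EC10 to EC30 dose of BAM8-22 agonist; peak minus trough fluorescence over baseline measured at the second addition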
# Target sequence (Q96LB2 whole entry, looked up): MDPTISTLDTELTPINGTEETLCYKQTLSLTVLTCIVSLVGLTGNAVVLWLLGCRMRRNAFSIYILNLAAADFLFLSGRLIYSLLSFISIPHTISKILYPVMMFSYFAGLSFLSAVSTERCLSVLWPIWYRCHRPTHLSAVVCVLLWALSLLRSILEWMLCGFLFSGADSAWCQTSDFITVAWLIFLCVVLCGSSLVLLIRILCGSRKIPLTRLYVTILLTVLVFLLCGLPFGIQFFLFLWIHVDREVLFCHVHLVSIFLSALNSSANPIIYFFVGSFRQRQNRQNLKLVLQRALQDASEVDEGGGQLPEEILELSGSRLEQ
# SKKanGAS inh: blocks kanamycin growth of S. pyogenes SKKanGAS strain. inhibition, % at 7.5 µM. 1.3% of 300,000 active. BacTiter-Glo, 6 h;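 active = mean replicate score, as percent of positive control median, at least 50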;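 also: strain carries kanamycin resistance gene driven by streptokinase promoter and grows in 40 µg/ml kanamycin; loss of luminescence reflects streptokinase promoter inhibition or plain growth inhibition; 0% = median of DMSO wells and 100% = positive control at its reference dose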
# MrgX1 agonist: human MrgX1 receptor agonism, primary screen; 0.44% of 310,000 active; AID 588627; B-score at 10 µM; MrgX1-HEK293 cells, Fluo-4 calcium fluorescence, agonist mode; hits give high values;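 active = calcium response B-score plate-corrected fluorescence ratio at least 3 library SD, with starting fluorescence B-score inside 5 SD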
#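 Material: HEK293 cells stably expressing human MrgX1 receptor | Quantity: 15,000 cells per well | Times: Cells plated overnight, dye loaded 0.5 h 37 °C, 0.5 h room temperature | Measured by: Kinetic Fluo-4 NW fluorescence of intracellular calcium | Control set: Positive and negative controls per plate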
# ANO1 activ: activates or potentiates the mouse TMEM16A chloride channel; AID 623877; 0.3% of 340,000 active; B-score at 10 µM; HEK293 TMEM16A/YFP-H148Q/I152L, iodide quench fluorescence; hits give low values; Q8BHY3;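 active = fluorescence-ratio B-score plate-corrected deviation score at least 3 library SD below zero, with starting fluorescence score within 5 deviations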;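 also: channel opened by trigger with iodide after compound preincubation; score built on the fluorescence ratio of max minus min over baseline; more negative score means more quench and so TMEM16A activation or potentiation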
# TRPC6 act: mouse TRPC6 channel activation; B-score at 10 µM; 0.13% of 310,000 active; HEK293-TRPC6 membrane potential dye fluorescence; hits give high values; AID 2550;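 active = B-score of the integrated fluorescence ratio above library mean plus 3 SD, and starting fluorescence ratio within library mean plus 5 SD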;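 also: higher score means more depolarization so channel activation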
# TRPC4 potent: allosterically enhances the mouse TRPC4 cation channel. Q9QUQ5. HEK293 TRPC4beta/mu-opioid, DAMGO EC20, Fluo-4 Ca2+ flux; hits give high values. B-score at 10 µM. 0.42% of 310,000 active;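 active = B-score of calcium response area above 5 SD of library B-scores, with initial fluorescence ratio within 5 SD of library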;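 also: B-score of integrated fluorescence ratio over time as area under calcium response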
# TRPC4 agonist: opens the mouse TRPC4 cation channel | Q9QUQ5 | HEK293 TRPC4beta/mu-opioid, Fluo4 calcium fluorescence; hits give high values | B-score at 10 µM | 0.49% of 310,000 active | AID 2237;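 active = B-score above 5 SD of library B-scores, and initial fluorescence ratio not above library mean plus 5 SD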;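 also: positive B-score marks a calcium rise read as TRPC4 activation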
#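 Assay system: HEK293 stable line with TRPC4beta plus mu-opioid receptor; schedule: 45 min room-temperature Fluo4 loading, 110 s read; technique: kinetic Fluo4 calcium fluorescence; evaluation: integrated baseline-normalised fluorescence ratio, converted to per-well B score; controls: buffer (low) and maximal DAMGO (high)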
# MrgX1 antag: human MrgX1 receptor antagonism, primary screen; Q96LB2; MRGX1-HEK293 calcium flux, Fluo-4, BAM8-22 antagonism; hits give low values; B-score at 10 µM; 1.3% of 310,000 active;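 active = calcium-response B-score plate-corrected more than 3 library SD below zero, starting fluorescence within 5 deviations, no agonist response on first addition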;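 also: peak minus trough fluorescence over baseline after final BAM8-22 challenge near maximal dose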
# Numbers without * were called inactive; i = inactive; · = not tested or not shown.
SMILES,TRPC4 block,TMEM16A inh,TRPC6 inh,MrgX1 PAM,SKKanGAS inh,MrgX1 agonist,ANO1 activ,TRPC6 act,TRPC4 potent,TRPC4 agonist,MrgX1 antag
O=C(C[n+]1ccccc1)Nc1cc(C(F)(F)F)ccc1Cl,i,i,i,i,0,i,i,i,i,i,i
O=C1[C@@H]2Cc3c([nH]c4ccccc34)C(c3cccc(Br)c3)N2C(=O)CN1C1CCN(Cc2ccccc2)CC1 (some centres undefined),i,i,i,i,26,i,i,i,i,i,i
NC(=O)C1Cc2ccccc2CN1S(=O)(=O)c1cccs1 (centres undefined),i,i,i,i,·,i,i,i,i,i,i
CCN1C(=O)C(CC(=O)Nc2ccc(F)cc2)N(Cc2cccs2)C1=S (centres undefined),i,i,i,i,11,i,i,i,i,i,i
Cc1ccc(Nc2nc(CSc3nnc(-c4cccnc4)n3-c3ccccc3C)cs2)cc1,i,i,i,i,8,i,i,i,i,i,i
CC1=C(C(=O)OC2CCCCC2)C(c2ccccc2Br)NC(=O)N1 (centres undefined),i,i,i,i,11,i,i,i,i,i,i

# Not a retest: entries from further up.
SMILES,TRPC4 block,TMEM16A inh,TRPC6 inh,MrgX1 PAM,SKKanGAS inh,MrgX1 agonist,ANO1 activ,TRPC6 act,TRPC4 potent,TRPC4 agonist,MrgX1 antag
O=C(C[n+]1ccccc1)Nc1cc(C(F)(F)F)ccc1Cl,i,i,i,i,0,i,i,i,i,i,i
O=C1[C@@H]2Cc3c([nH]c4ccccc34)C(c3cccc(Br)c3)N2C(=O)CN1C1CCN(Cc2ccccc2)CC1 (some centres undefined),i,i,i,i,26,i,i,i,i,i,i
NC(=O)C1Cc2ccccc2CN1S(=O)(=O)c1cccs1 (centres undefined),i,i,i,i,·,i,i,i,i,i,i
CCN1C(=O)C(CC(=O)Nc2ccc(F)cc2)N(Cc2cccs2)C1=S (centres undefined),i,i,i,i,11,i,i,i,i,i,i
Cc1ccc(Nc2nc(CSc3nnc(-c4cccnc4)n3-c3ccccc3C)cs2)cc1,i,i,i,i,8,i,i,i,i,i,i
CC1=C(C(=O)OC2CCCCC2)C(c2ccccc2Br)NC(=O)N1 (centres undefined),i,i,i,i,11,i,i,i,i,i,i

# Screens as filed in PubChem BioAssay.

# Random draw from the library; overall some 6.7% were active at least once.
